CHT PAM: CHT positive allosteric modulators, primary screen, cell-based, membrane potential dye, choline EC20 | CHT-expressing cells; hits give high values; LV-AA mutant CHT in HEK293 cells | AID 488977, 2010 | hit rate 0.49% among 310,000 | B-score at 10 µM;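 active = initial fluorescence not abnormally high and integrated response B-score, plate-corrected, over 3 SD above library mean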
Target sequence (Q9GZV3 whole entry, looked up): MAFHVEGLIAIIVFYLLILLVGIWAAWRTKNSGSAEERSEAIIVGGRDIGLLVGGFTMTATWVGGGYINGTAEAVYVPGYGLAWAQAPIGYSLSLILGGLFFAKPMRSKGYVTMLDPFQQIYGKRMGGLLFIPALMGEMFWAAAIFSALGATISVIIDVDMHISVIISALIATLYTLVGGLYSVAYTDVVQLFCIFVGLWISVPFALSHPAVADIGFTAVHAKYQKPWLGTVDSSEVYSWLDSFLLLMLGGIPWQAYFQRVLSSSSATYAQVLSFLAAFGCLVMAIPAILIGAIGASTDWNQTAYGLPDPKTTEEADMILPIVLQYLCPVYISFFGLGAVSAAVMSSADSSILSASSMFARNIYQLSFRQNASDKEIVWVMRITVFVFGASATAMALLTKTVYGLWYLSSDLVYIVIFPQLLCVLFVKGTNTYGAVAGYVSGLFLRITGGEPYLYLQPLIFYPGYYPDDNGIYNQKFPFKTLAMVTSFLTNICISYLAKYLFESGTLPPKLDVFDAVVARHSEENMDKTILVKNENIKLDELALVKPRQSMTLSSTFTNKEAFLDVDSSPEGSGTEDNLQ
OX1R antag: OX1R (HCRTR1) antagonists, primary screen, fluorescence, CHO/OX1R cells, Fluo-8 calcium, orexin A; Orexin/Hypocretin receptor type 1 (Homo sapiens), O43613; Fluo-8 calcium fluorescence; inhibition, % at 5 µM; hit rate 0.43% among 330,000;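 active = inhibition above its plate's threshold, mean inhibition of all tested compounds on the plate plus 3 SD, cut at about 37% in these data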;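 note: 0% = orexin A challenge wells and 100% = SB-334867-A antagonist wells; not every result past the cut was called active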
Target sequence (O43613 whole entry, looked up): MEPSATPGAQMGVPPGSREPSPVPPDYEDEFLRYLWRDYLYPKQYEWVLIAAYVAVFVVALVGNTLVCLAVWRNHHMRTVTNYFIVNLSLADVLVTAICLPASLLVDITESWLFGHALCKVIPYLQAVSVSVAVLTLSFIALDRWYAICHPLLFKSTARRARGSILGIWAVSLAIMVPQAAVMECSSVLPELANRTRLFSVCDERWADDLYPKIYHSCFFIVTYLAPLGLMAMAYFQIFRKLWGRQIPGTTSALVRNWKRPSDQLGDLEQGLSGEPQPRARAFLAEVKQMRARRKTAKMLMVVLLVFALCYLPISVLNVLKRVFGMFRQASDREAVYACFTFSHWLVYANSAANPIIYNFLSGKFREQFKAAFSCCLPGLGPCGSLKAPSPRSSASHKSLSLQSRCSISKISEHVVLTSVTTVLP
Starred values were filed as active, the others as inactive; i = inactive; nt = not tested or not shown.

mol,CHT PAM,OX1R antag
Cc1ccc(S(=O)(=O)NCCCNC(=O)c2ccccc2)cc1,i,-6.1
COc1ccc(C(=O)Nc2ccc(C)cc2C(=O)c2ccccc2)c(OC)c1,i,-47.9
NS(=O)(=O)c1ccc(Sc2nc3ccccc3s2)c([N+](=O)[O-])c1,i,18.7
COc1ccc(C)cc1NC(=O)c1ccc2c(=O)n3c(nc2c1)CCCCC3,i,-19.8
COc1ccc(CNC(=O)CSc2nnc(C3CC3)n2C2CC2)cc1,nt,-11.2
Cc1ccc(C(=O)N2CCN(C(=O)c3ccc(C)cc3)C2)cc1,i,-20.5
N#C/C(=C\c1cccc(O)c1)C(=O)Nc1ccc2c(c1)OCCO2,i,-11.6
CCOc1ccc(CN(C)CC(O)COC(c2ccc(OC)cc2)c2ccc(OC)cc2)cc1 (configuration not stated),i,-2.1
Cc1ccc(NC(=O)Cn2nnc(C(=O)NCCc3ccccc3)c2N)cc1Cl,i,6.0
CC(OC(=O)c1cccc(N2C(=O)c3ccccc3C2=O)c1)C(=O)Nc1ccc(N(C)C)cc1 (configuration not stated),i,2.1
CC(C)CC1C(C#N)=C(N)SC(N)=C1C#N,i,2.3
CCOC(=O)/C(N=Nc1c(C)n(C)n(-c2ccccc2)c1=O)=C(\C)O,i,-27.8
CCCOc1ccc(CC(=O)NNC(=S)Nc2ccccc2)cc1Br,i,-19.9
COc1ccc(S(=O)(=O)N2CCC(n3cnc4cc(C(F)(F)F)ccc43)CC2)cc1,i,-16.8
COC(=O)[C@H]1C[C@@H](c2ccccc2)[C@H](C)C1(C)C,i,-8.1
O=C(CN1CCCCCC1)Nc1ccc(S(=O)(=O)N2CCOCC2)cc1,i,1.0
O=C(Nc1nc(-c2ccccn2)cs1)C1CC(=O)N(c2ccc3c(c2)OCCO3)C1 (configuration not stated),i,-10.1
Oc1ccc(Cl)cc1-c1cc(-c2ccccc2Cl)[nH]n1,i,-6.9
NC(=O)CC(NC(=O)Cc1ccc(Br)cc1)c1ccc(N2CCN(c3ccccc3)CC2)c([N+](=O)[O-])c1 (configuration not stated),i,5.3
COc1cccc(C(=O)NCC(c2cccs2)N2CCc3ccccc32)c1 (configuration not stated),6.36*,-24.5
CC1(C)Cc2cccc(C(=O)Nc3ccncc3)c2O1,i,-20.5
CC1CC(C)CN(CC(C)(C)NS(=O)(=O)c2ccc(Cl)cc2)C1 (configuration not stated),i,-21.3
NS(=O)(=O)c1ccc(CCNC(=O)c2ccc[nH]c2=S)cc1,i,-12.8
Cc1ccccc1N1CC(C(=O)Nc2nnc(SCc3cccnc3)s2)CC1=O (configuration not stated),i,-26.7
COc1ccccc1CNC(=O)C1CCCN(S(=O)(=O)c2cccc3nonc23)C1 (configuration not stated),i,-44.7

The results go on.
mol,CHT PAM,OX1R antag
Cc1cc(Br)ccc1OCC(=O)NNC(=O)Cc1ccccc1,i,-18.2
Cc1ccc(S(=O)(=O)N/N=C/c2cn(C)nc2C)cc1,i,-24.7
COc1ccc(-n2c(Cc3cccn3C)nnc2SCC(=O)Nc2ccc(C(C)=O)cc2)cc1,i,-32.7
COc1ccc(C(=O)Nc2nnc(S(=O)(=O)N(C)Cc3ccc(F)cc3)s2)cc1OC,i,-19.0
CCC(C)[C@H](NC(=O)OC(C)(C)C)C(=O)N/N=C/c1ccc2cc(OC)ccc2n1 (some centres not stated),i,-39.8
CC/C(O)=C1\C(=O)CCCC1=NCCc1c(C)[nH]c2ccc(C)cc12,i,-27.6
Cc1cccnc1NC(=O)c1nn(C)c2c1CS(=O)(=O)c1ccccc1-2,i,-9.1
COc1ccc(OC)c(C2N(c3cc(C)on3)C(=O)C3CCCN32)c1 (configuration not stated),i,-20.9
CC1(C)Cc2c(c(N3CCOCC3)nc3sc(C(=O)N4CCCCC4)c(N)c23)CO1,i,-21.9
CC1CCC2(CC1)NC(CO)(CO)CO2 (configuration not stated),i,-9.6
O=C(NCc1ccc(F)cc1)C1CCN(S(=O)(=O)c2ccc(Cl)cc2)CC1,i,-12.1
Cc1ccc(S(=O)(=O)N(CC(O)CN2C(=O)NC(C)(C)C2=O)c2cccc(C)c2)cc1 (configuration not stated),i,-24.1
Cc1nc2cc(C(F)(F)F)ccc2n1C,i,-14.2
Cc1ccc(NS(=O)(=O)c2ccc3[nH]c(=O)oc3c2)c(C)c1,i,-12.1
CCCC(=O)N1CCN(c2nc3ccc(CC)cc3s2)CC1,i,-27.4
COc1cccc(CC(=O)OC(C)C(=O)Nc2ccc(N3CCOCC3)cc2)c1 (configuration not stated),i,-13.3
O=C(O)c1ccc(OCC2CCCO2)cc1 (configuration not stated),i,6.6
O=C(COC(=O)CN1C(=O)C2CCCCC2C1=O)NCc1ccc(Cl)cc1Cl (configuration not stated),nt,-26.7
O=C(Cn1c(CN2CCCCC2)nc2ccccc2c1=O)NCc1ccco1,i,-17.1
COc1ccc(C(=O)NC2CCCc3c2cnn3-c2cccc(C)c2C)c(OC)n1 (configuration not stated),i,44.8*
Cc1cc(C)n2nc(CC(=O)NC3CCCCCC3)nc2n1,i,3.1
COc1ccc(C(NC(=O)/C=C/c2ccco2)c2ccc(OC)cc2)cc1,i,6.6
O=C(Nn1c(Cc2cccs2)nc2ccccc2c1=O)c1ccc(F)c(F)c1,i,-39.5
CC(C(=O)NC1CCCC1)N1CCN(Cc2ccccc2)CC1 (configuration not stated),i,-24.3
O=C(/C=C/c1cccs1)c1ccc(NC(=O)c2cccc(Br)c2)cc1,i,-9.8

The list goes on.
Order of values – CHT PAM, OX1R antag
> COc1cccc(CNS(=O)(=O)c2ccc3c(c2)N(C(C)=O)CCO3)c1
    i, -14.0
> Cc1cccc(OCCCC(=O)NC(C)c2ccccc2)c1 (configuration not stated)
    i, -25.9
> COc1cc(C(C)=O)ccc1OCC(=O)Nc1ccc(C)c(S(=O)(=O)N2CCCCCC2)c1
    nt, 53.4*
> CSCc1cc(N(C)c2ccccc2)nc(-c2ccccn2)n1
    i, -21.0
> CCOc1ccc(S(=O)(=O)N2CCN(Cc3ccc4c(c3)OCO4)CC2)cc1Cl
    i, -11.1
> COCCNC(=O)/C(C#N)=C/c1c(N2CCCCCC2)nc2ccccn2c1=O
    i, -14.2
> O=C(CSc1nc2nn(-c3ccccc3)c(=O)c-2c2n1CCCCC2)NCCCc1ccccc1
    i, 5.5
> COC(=O)C(C)Oc1ccc(-c2nccc(-c3ccccn3)n2)cc1 (configuration not stated)
    i, -30.6
> Cc1cccc2[nH]c(CCNC(=O)C3CCC(=O)N(CCc4cccc(F)c4)C3)nc12 (configuration not stated)
    i, -4.0
> CCCCCOC(=O)C1=C(C)NC(=O)NC1c1ccc(N(C)C)cc1 (configuration not stated)
    i, -32.6

New compounds follow:
Order of values – CHT PAM, OX1R antag
> COc1cc(-c2nc(S(=O)(=O)c3ccc(C)cc3)c(N3CCOCC3)o2)cc(OC)c1OC
    i, -8.6
> COc1ccc(NS(=O)(=O)c2ccc(N3CCN(CCO)CC3)c([N+](=O)[O-])c2)cc1
    i, -5.0
> CCn1c(CNc2ccc(C)cc2)nnc1SCC(=O)NCc1ccccc1
    i, -35.2
> C=CCC(NCc1ccccc1)c1ccc(OC)cc1 (configuration not stated)
    i, nt
> COc1cccc(NC(=O)C(C)Oc2ccccc2)c1 (configuration not stated)
    i, -12.1
> Cc1ccc(-n2c(-c3cn(C)nc3C)n[nH]c2=S)cc1
    i, -25.8
> CCCc1cc(C(=O)Nc2ccccc2SC)no1
    i, -24.2
> O=C(O)C[C@H]1c2cc(C(F)(F)F)ccc2S(=O)(=O)N1C1CCCCC1
    i, -0.9
> NC(=O)NC(CC(=O)NNC(=O)c1ccccn1)c1ccccc1Cl (configuration not stated)
    nt, -0.3
> CCOC1CCCCC1NS(=O)(=O)c1ccc(Cl)cc1 (configuration not stated)
    i, -15.3

The listing continues:
Order of values – CHT PAM, OX1R antag
> CCc1nccn1S(=O)(=O)c1ccc(C)c(C)c1
    i, -3.1
> CC(=O)c1ccc(OCc2cc(C(=O)NCCN3CCCC(O)C3)no2)cc1 (configuration not stated)
    i, -10.0
> CC(C)C(OC(=O)c1nsc(Cl)c1Cl)C(=O)NCc1ccccc1 (configuration not stated)
    i, -16.3
> O=C(COC(=O)C1CCCN1C(=O)C12CC3CC(CC(C3)C1)C2)c1ccc(Br)cc1 (configuration not stated)
    i, -28.9
> CCOc1cc(/C=C(/C#N)c2ccc(F)cc2)ccc1OCc1ccc(C(=O)O)o1
    i, -24.4
> CC1CCCCN1C(=S)Nc1ccc2nc3n(c(=O)c2c1)CCCCC3 (configuration not stated)
    i, -4.6
> COc1cc(C(=O)NCc2nnc(SCC(=O)N3CCC(C)CC3)o2)cc(OC)c1OC
    i, -21.8
> CC1CCCCC1NC(=O)Cn1c(=O)oc2cc(S(=O)(=O)N3CCCC3)ccc21 (configuration not stated)
    i, 4.0
> CN(CCO)c1nc(N)c(C#N)c(CC#N)c1C#N
    i, -4.1
> COc1ccc(C(=S)Nc2ccccc2)cc1
    i, -3.1

The final three records of the section before lead into the next.
Order of values – CHT PAM, OX1R antag
> CC1CCCCC1NC(=O)Cn1c(=O)oc2cc(S(=O)(=O)N3CCCC3)ccc21 (configuration not stated)
    i, 4.0
> CN(CCO)c1nc(N)c(C#N)c(CC#N)c1C#N
    i, -4.1
> COc1ccc(C(=S)Nc2ccccc2)cc1
    i, -3.1
> CCOc1ccc2nc(NC(=O)CC3Oc4ccccc4NC3=O)sc2c1 (configuration not stated)
    i, -10.2
> CC1CCN(c2c(NCc3ccc(C(=O)NCc4cccnc4)cc3)c(=O)c2=O)CC1
    i, -6.3
> Cc1nc2ccccc2c(=O)n1C1CCCCCC1
    i, -30.8
> Cc1cc(C=C2C(=O)c3ccccc3C2=O)c(C)n1C
    i, 9.7
> Cc1ccc(S(=O)(=O)N2CCOCC2)cc1NC(=O)CSc1nccn1C
    i, 1.2
> CCO[C@@H]1OC(C(=O)N2CCN(Cc3ccccc3)CC2)=C[C@H](c2ccc(Br)cc2)[C@H]1CCCO
    i, -18.9
> CN(CC(=O)Nc1ccccc1Cl)C(=O)CSc1nnc(-c2ccco2)n1C
    nt, -17.9
> CN(C)c1ccc(-c2cc(O)c3ncccc3c2)cc1
    nt, -4.9
> COCCCNC(=O)C1CC(=O)N(Cc2ccc(OC)cc2)C1 (configuration not stated)
    i, 6.4
> CC(=O)c1ccc(NC(=O)CSc2n[nH]c(-c3cccnc3)n2)cc1
    i, 5.5

(list continues)
Order of values – CHT PAM, OX1R antag
> O=C(CSCc1c(F)cccc1F)Nc1ccccc1
    i, -7.1
> Cc1cccc(/C(N)=N/OC(=O)c2cccs2)c1
    i, -5.6
> CC(=O)OCCNC(=O)Cn1cnc2c1c(=O)n(C)c(=O)n2C
    i, 12.2
> C=CCOc1ccc(/C=N/NC(=O)c2cc3c(OC)cc(OC)cc3[nH]2)cc1
    i, 14.2
> CCOCc1nnc(NC(=O)c2cccs2)s1
    i, -11.0
> O=C(CSc1nc(Nc2ccccc2)nc(N2CCOCC2)n1)NC1CCCCC1
    i, -18.9
> CSCC(=O)NCC1(N(C)Cc2ccccc2)Cc2ccccc2C1
    i, -40.4
> COC(=O)c1sc(S(=O)(=O)N2CCC(C)CC2)c(C(=O)OC)c1C
    i, -36.8
> O=C(O)c1ccccc1Oc1ccc(Oc2ccccc2)cc1
    i, -15.7
> Cn1c(=O)c2c(-c3ccccc3F)c3c(nc2n(C)c1=O)-c1ccccc1C3O (configuration not stated)
    i, -18.8

Of the compounds above, these have a nitro group on carbon.
Order of values – CHT PAM, OX1R antag
> NS(=O)(=O)c1ccc(Sc2nc3ccccc3s2)c([N+](=O)[O-])c1
    i, 18.7
> NC(=O)CC(NC(=O)Cc1ccc(Br)cc1)c1ccc(N2CCN(c3ccccc3)CC2)c([N+](=O)[O-])c1 (configuration not stated)
    i, 5.3
> COc1ccc(NS(=O)(=O)c2ccc(N3CCN(CCO)CC3)c([N+](=O)[O-])c2)cc1
    i, -5.0

Further entries follow:
Order of values – CHT PAM, OX1R antag
> O=C(OC(C(=O)NCc1ccc2c(c1)OCO2)c1ccccc1F)c1ccco1 (configuration not stated)
    i, -17.1
> CCCN1C2CCCC1CC(NC(=S)Nc1cc(C)ccc1C)C2 (configuration not stated)
    i, -3.5
> CC(C)[C@H](NC(=O)N1c2ccccc2NC(=O)[C@@H]1C(C)C)C(=O)N1CCC[C@H]1C(=O)O
    i, 14.1
> CCCCN(CCCC)CCNC(=O)CN1C(=O)CSc2ccc(S(=O)(=O)N3CCOCC3)cc21
    i, -21.6
> C=CC[C@@H](CC(=O)N(CCO)Cc1ccccc1)C(=O)N[C@H](COC(=O)[C@@H](CC=C)Cc1ccc(F)cc1)C(C)(C)C
    nt, -24.7
> Cc1ccc(NC(=S)N(Cc2ccco2)C(C)c2cccs2)c(Cl)c1 (configuration not stated)
    i, -24.6
> Cc1cc(C(=O)CSc2nnc(-c3cccs3)o2)c(C)n1-c1ccccc1
    i, -6.2
> N#Cc1c(NC(=O)CCCl)sc2c1CCCCC2
    i, -11.8
> COCCn1c(=O)[nH]c2cc(C(=O)NCCN3CCN(c4ccccc4F)CC3)ccc2c1=O
    i, -20.6
> Nc1c2c(nc3ccn(Cc4ccccc4)c(=O)c13)CCC2
    6.98*, -20.6

Part of the list above, field by field.
COC(=O)C(C)Oc1ccc(-c2nccc(-c3ccccn3)n2)cc1 (configuration not stated)
  CHT PAM: i; OX1R antag: -30.6

COc1ccc(-n2c(Cc3cccn3C)nnc2SCC(=O)Nc2ccc(C(C)=O)cc2)cc1
  CHT PAM: i; OX1R antag: -32.7

Next compounds:
Order of values – CHT PAM, OX1R antag
> CCN(CC)C(=O)Oc1ccc2ccccc2c1Br
    i, -34.9
> Cc1ccc(/C=N/n2c(COc3ccccc3)n[nH]c2=S)cc1
    i, -23.5
> CSc1cccc(NC(=S)N(CCC(C)C)C(C)c2ccncc2)c1 (configuration not stated)
    i, -28.6
> Cc1ccc(C)c(N2CCN(S(=O)(=O)c3c(C)noc3C)CC2)c1
    i, -27.1

Source: PubChem BioAssay (several laboratories)
